Compound activity deposited in PubChem BioAssay by National Center for Advancing Translational Sciences (NCATS).
Coupling enz = coupling enzyme interference in Giardia aldolase counter-screen; 290,000 compounds, 0.67% hits; AID 2472; coupling enzyme system counterscreen, AmpLite Red fluorescence; activity change, negative = inhibition, % at 58.2 µM, hits read low; in the data active = activity change below about -30%
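Final compound at 57.5 uM, incubated 10 min at RT with coupling enzyme reagent (glyceraldehyde-3-phosphate), then 20 min with substrate and AmpLite Red detection. Fluorescence read at 525/598 nm; tests interference with the coupling assay, not aldolase inhibition.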
uPA surface inh = blocks generation of uPA at the cell surface; cell surface uPA generation assay, qHTS; 330,000 compounds, 0.31% hits; Potency, µM (top dose mostly 38.3 µM), without a hit: at the top dose activity change, negative = inhibition, most hits filed as inhibitors; active = well fitted inhibition curve with a large enough effect; inconclusive = small, poorly fitted or top-dose-only effect; inactive = no such curve, though single readings can be large or run the other way; tested in mouse RAW 264.7 cells; also: potency is read from the fitted curve at half-maximal effect; nearly all actives have a fitted effect of over 55% in size
USP2a inh = USP2a (human) protease inhibition; O75604; USP2 core, Ub-CHOP2 coupled fluorogenic reporter, 485/531; Potency, µM (top dose mostly 38.3 µM), inactives show at the highest dose activity change, negative = inhibition, usual class: inhibitors; 330,000 compounds, 0.01% hits; AID 463254;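 also: potency is read from the fitted curve at half-maximal effect; plate controls were DMSO wells for no effect and full inhibition by NEM control for full effect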
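Cell-free coupled assay: 10nM USP2 core preincubated 30min RT with compound in Tris-HCl pH 8.0/CaCl2/CHAPS buffer, then 25nM Ub-CHOP2 and 25nM reporter substrate; fluorescence (Ex 485/Em 531) read after 60min RT, normalized to NEM inhibition, concentration-response curves fitted.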
B2AR arrestin = agonists driving beta-arrestin recruitment to human beta2-adrenergic receptor; P07550; Potency, µM (series often up to 46.1 µM), for the others: at the highest dose activation, actives largely listed as activators; 330,000 compounds, 0.02% hits; AID 492947; beta-arrestin recruitment to beta2AR, cell-based reporter;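 also: potency is read from the fitted curve at half-maximal effect; 0% = DMSO controls and full agonism = EC100 isoproterenol or metaproterenol; nearly all actives have a fitted effect of over 65% in size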
Eya2 phos inh = Eya2 (human) phosphatase inhibition | Potency, µM (series often up to 76.9 µM), for the others: top-dose activity, negative = inhibition, hits mostly inhibitors | 330,000 compounds, 0.006% hits | recombinant Eya2, OMFP fluorescence dephosphorylation (OMFP is methylfluorescein phosphate); also: potency is read from the fitted curve at half-maximal effect
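Eya2 protein (added as 0.2 uM solution) was preincubated with compound for 10 min at ambient temperature in 50 mM HEPES pH 7.5, 50 mM NaCl, 5 uM MgCl2, 0.05% BSA, 1 mM DTT. OMFP (added at 50 uM) then reacted 10 min; fluorescence read at 485/525 nm.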
Giardia killer = kills Giardia lamblia. 340,000 compounds, 0.15% hits. AID 540267. activity change, % at 7.66 µM, hits read low. Giardia lamblia trophozoite viability; in the data active = activity change below about -80%; inconclusive = between about -30% and that limit;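 also: parasites exposed to compound for two days anaerobically before the ATP read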
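Trophozoite viability was measured as ATP-dependent luminescence, read 15-30 min after reagent addition. Before that, parasites at 100 cells/well were exposed to compounds for 48 h, anaerobically, at 37 deg C.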
KCNH2 3.1 block = blocks the human KCNH2 3.1 channel isoform; AID 720553; activity change, % (tested at about 1.8 µM); U2OS KCNH2 3.1, thallium flux FluxOr; active compounds read low; 340,000 compounds, 0.95% hits;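 active = maximum activity change below -70%; inconclusive = maximum activity change from -70% to -50%; inactive = maximum activity change above -50%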;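 also: thallium influx rate constant from kinetic fluorescence after stimulation buffer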
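FluxOr-based Tl+ influx in U2OS cells transduced with KCNH2 3.1 virus; rate constants normalized to DMSO controls.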
GALK inhibitor = galactokinase (human) inhibition; Purified GALK, Kinase-Glo residual ATP luminescence; 270,000 compounds, 0.007% hits; Potency, µM (highest dose often 57.5 µM), for the others: at the highest dose activity change, negative = inhibition, actives largely listed as inhibitors; AID 1868; also: potency is read from the fitted curve at half-maximal effect
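ATP-depletion format; final 35 uM ATP, 100 uM D-galactose, 5 nM enzyme; pH 8.0 HEPES/Mg2+ buffer; 60 min RT; luminescence read 10 min after detection reagent.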
PKM2 activator = activators of human pyruvate kinase M2; P14618; purified PKM2, Kinase-Glo ATP luminescence, activation; response scale: 0% is enzyme alone, no compound; Potency, µM (highest dose often 57.5 µM), inactives show at the top dose activation, hits mostly activators; 260,000 compounds, 0.34% hits; AID 1631; also: potency is read from the fitted curve at half-maximal effect; nearly all actives have a fitted effect of over 55% in size
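Purified hPK-M2 (>95% pure) converted ADP (0.1 mM final) to ATP with 0.5 mM PEP in 50 mM imidazole pH7.2, KCl, MgCl2, Tween 20, BSA; 1 h at room temperature. ATP detected by Kinase-Glo luminescence.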
hERG WT inh = blocks the wildtype human KCNH2 potassium channel; AID 720551; U2OS, BacMam KCNH2, thallium flux FluxOr; active compounds read low; 340,000 compounds, 0.37% hits; activity change, % at 1.84 µM; Q12809;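 active = maximum activity change below -70%; inconclusive = maximum activity change between -70% and -50%; inactive = maximum activity change above -50%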
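U2OS cells transduced with wild-type KCNH2 virus are loaded with FluxOr dye for 45 min, and thallium flux is measured in kinetic reads before and after stimulation buffer. Rate constants are normalized to DMSO controls.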
BCR signal inh = blocks chronic active B-cell receptor signaling; ABC-DLBCL IkBa-CBG/CBR reporter, luminescence ratio, 4 h; Potency, µM (titrated, usually from 46.1 µM), inactives show top-dose ratio change, negative = lower green/red ratio, usual class: inhibitors; 340,000 compounds, 0.05% hits; active = well fitted inhibition curve with a large enough effect in the signal ratio, with a control signal flat, not every such curve was filed as active; inconclusive = small, poorly fitted or top-dose-only effect, or effect the other way, or a change in a side signal; the % refers to the signal ratio;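 also: potency is read from the fitted curve at half-maximal effect; plate controls were basal doxycycline-induced cells for no effect and cells given 10 µM MG132 for full effect; MG132 reads +100%, hits lower the ratio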
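Compounds up to 46 uM were incubated four hours with TMD8 cells whose green CBG68 luciferase is fused to IkappaBalpha; red CBR luminescence normalised the signal, and concentration-effect curves were fitted to fusion, red and ratio data.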
The depositor's hits bear a star; i = inactive; ? = inconclusive; · = no result given. Unless noted, calls follow the shape of the dose curve; as a rule, active = well fitted curve in the direction sought with a large enough effect; inconclusive = small, poorly fitted or top-dose-only effect, or another doubt; inactive = no such curve, though single readings can be large; an effect the other way counts as inactive or inconclusive. Unless noted, % is scaled to controls: 0 for no effect and ±100 for the full control effect.

Results follow in this order: Coupling enz	uPA surface inh	USP2a inh	B2AR arrestin	Eya2 phos inh	Giardia killer	KCNH2 3.1 block	GALK inhibitor	PKM2 activator	hERG WT inh	BCR signal inh
> CCCCn1c(=O)[nH]c(=O)c2c1nc(-c1ccc(OC(F)F)c(OC)c1)n2C
→ -1.2	-4.6%	-1.3%	-0.1%	6.1%	5.8	7.2	5.0%	·	0.9	-12.7%
> CC(=O)Nc1nc(SCC(=O)NCc2ccc(F)cc2)[nH]c(=O)c1NC(=O)c1cccs1
→ 6.7	-2.6%	0.6%	-0.9%	4.6%	18.3	-10.0	-1.8%	6.5%	·	8.6%
> O=C(O)Cc1csc(-c2cccc(F)c2)n1
→ 17.1	-0.4%	0.1%	-0.2%	16.4%	-14.2	4.3	4.9%	-17.7%	8.7	?
> CCOC(=O)c1c(C)n(C)c2ccc(OC(=O)c3ccoc3)cc12
→ 0.5	-3.6%	1.3%	0.0%	10.1%	-3.1	-17.4	-4.4%	-0.9%	5.2	-0.7%
> Cc1cnc(C(=O)Nc2cc(S(=O)(=O)N3CCOCC3)ccc2N2CCN(C)CC2)cn1
→ 4.2	6.7%	3.0%	-0.7%	4.3%	-17.9	16.5	0.0%	-1.0%	2.4	-0.2%
> COc1ccc(S(=O)(=O)N(C)CC(=O)N2CCC(C(N)=O)CC2)cc1
→ -0.3	3.9%	-0.3%	-0.1%	-9.2%	6.9	-10.0	-0.7%	-4.6%	-14.1	3.2%
> Cn1cccc1Cc1nnc(SCC(=O)Nc2cccc(F)c2)n1CCc1ccccc1
→ 3.2	2.7%	-4.1%	0.2%	-1.9%	-15.5	0.7	-0.6%	-3.1%	3.6	1.8%
> Cc1ccc(Cn2c(=N)c(S(=O)(=O)c3ccc(Br)cc3)cc3c(=O)n4ccccc4nc32)cc1
→ -0.3	-12.7%	6.7%	-0.2%	21.5%	-8.1	-7.1	-10.0%	·	-20.4	7.1%
> CC1Cc2ccccc2C(=O)N1 (stereo not given)
→ 0.2	1.0%	-0.5%	0.0%	-15.9%	4.6	-2.1	-2.0%	-5.5%	1.0	-2.5%
> CNC(=S)N1N=C(c2ccc(OC)cc2)CC1c1ccc(N(C)C)cc1 (stereo not given)
→ 1.5	-10.4%	-13.0%	0.7%	1.8%	-4.3	7.0	-0.3%	0.0%	-4.5	2.7%
> COc1cc(C(N)=O)cc(Br)c1OC
→ 0.2	8.3%	-3.4%	-0.4%	13.2%	19.8	25.3	3.0%	-5.9%	23.6	?
> CCOC(=O)C1CSC(CC(=O)Nc2ccc(Cl)cc2)C(=O)N1 (stereo not given)
→ 1.8	7.8%	2.3%	-0.4%	-23.6%	4.1	9.1	1.9%	1.7%	5.2	11.4%
> Cc1ccc(S(=O)(=O)NCCCNC(=O)c2ccccc2)cc1
→ 1.5	·	1.9%	-0.4%	-10.7%	-22.3	0.8	2.2%	-16.2%	-10.7	0.8%
> Cn1cnnc1SCC(=O)Nc1ccc2nc(SCc3ccccc3Cl)sc2c1
→ 0.7	2.5%	-7.7%	0.0%	-0.7%	5.0	7.4	0.6%	16.8%	21.8	-5.1%
> COc1ccc(NC(=O)CCSCCc2ccccn2)cc1OC
→ -0.2	3.6%	2.3%	-0.1%	-11.1%	11.2	8.9	7.7%	6.5%	1.6	-0.4%

Going on with the list.
Results follow in this order: Coupling enz	uPA surface inh	USP2a inh	B2AR arrestin	Eya2 phos inh	Giardia killer	KCNH2 3.1 block	GALK inhibitor	PKM2 activator	hERG WT inh	BCR signal inh
> O=C(CNC(=O)c1ccccc1Cl)OCC(=O)N1CCc2ccccc21
→ 2.1	-2.3%	5.2%	0.0%	7.9%	10.0	-7.3	-0.2%	-9.1%	-3.3	2.8%
> COc1ccc(NC(=O)C(Cc2ccccc2)n2cccc2)cc1OC (stereo not given)
→ 0.0	0.3%	-1.5%	-0.4%	-8.5%	-26.1	2.3	·	3.9%	-0.4	-7.7%
> Cc1ccccc1/C=N/n1c(COc2ccccc2)n[nH]c1=S
→ 4.4	4.9%	0.7%	-0.4%	1.8%	1.1	3.2	-0.1%	·	2.2	?
> CCOC(=O)NC(=O)C(=CNc1ccccc1OC)C(=O)NC(=O)OCC
→ 2.6	0.1%	4.7%	0.4%	4.1%	14.1	2.2	-0.1%	-0.4%	i	4.7%
> COc1ccc(Cl)cc1C(=O)Nc1ccccc1N1CCN(C)CC1
→ -2.1	7.0%	1.2%	-0.2%	-0.9%	10.8	?	-0.1%	-11.2%	4.0	?
> COc1ccc(N2C(=O)C3CCCN3C2c2ccc(F)cc2)cc1Cl (stereo not given)
→ -2.8	-2.9%	-0.7%	-0.2%	6.6%	-0.2	11.2	-4.0%	-11.5%	4.9	-10.2%
> CNC(=S)N(Cc1ccc(Cl)cc1)Cc1cccs1
→ 2.4	-8.0%	-0.2%	0.2%	4.6%	8.3	-8.4	-3.0%	0.9%	3.3	1.3%
> CCOC(=O)N1CCN(S(=O)(=O)N2CCCC(C(=O)NCc3ccc(OC)cc3)C2)CC1 (stereo not given)
→ 0.2	0.1%	5.5%	0.0%	-2.0%	-17.8	6.7	8.0%	-1.5%	0.4	-0.5%
> CCSc1nc2ccccc2n1C(=O)c1ccc(S(=O)(=O)N2CCCCC2)cc1
→ 1.2	·	0.7%	-0.1%	-2.1%	-5.8	-12.8	-0.8%	12.9%	-1.6	2.9%
> O=C(COC(=O)C1CCCO1)Nc1nc(-c2ccc(F)cc2)cs1 (stereo not given)
→ ·	4.1%	3.1%	-0.2%	-16.2%	5.2	8.8	·	·	1.1	?
> O=C(COC(=O)CNC(=O)c1cccc(Br)c1)Nc1nnc(-c2ccccc2)o1
→ ·	0.2%	1.6%	-2.7%	-14.2%	5.5	15.9	·	·	-0.1	?
> COc1ccc(CCNC(C)=O)cc1
→ 1.4	2.5%	-1.3%	-0.4%	-9.2%	1.5	6.9	4.0%	1.8%	-6.8	-3.6%
> O=C(O)C1Cc2ccccc2CN1C(=O)COc1ccc(Cl)cc1Cl (stereo not given)
→ 6.8	1.5%	2.8%	-0.2%	11.8%	-0.4	-4.9	-5.0%	0.3%	·	?
> O=C(/C=C\Nc1ccc2c(c1)OCO2)c1ccccn1
→ -1.0	-4.7%	1.7%	-0.4%	?	?	12.1	10.5%	-45.9%	16.7	?
> CCCn1c(SCC(=O)N2CCCC(C)C2)nnc1-c1cccnc1 (stereo not given)
→ 1.1	-1.3%	0.7%	0.1%	-9.5%	13.7	11.1	7.3%	-3.3%	8.1	7.7%

(more compounds)
Results follow in this order: Coupling enz	uPA surface inh	USP2a inh	B2AR arrestin	Eya2 phos inh	Giardia killer	KCNH2 3.1 block	GALK inhibitor	PKM2 activator	hERG WT inh	BCR signal inh
> CC(C)(CC(=O)O)Cc1nc(-c2ccc(Cl)cc2)no1
→ 7.2	1.7%	-0.5%	-0.7%	-3.7%	-1.3	6.0	2.1%	14.8%	-13.3	?
> Cc1ccc(NC(=O)C(NCc2ccccn2)c2ccccc2)cc1 (stereo not given)
→ 1.3	2.6%	1.8%	-0.1%	-3.4%	-9.1	-0.2	6.9%	-2.3%	1.4	?
> CC(NC(=O)COC(=O)C1CCN(c2ccc(C(F)(F)F)cn2)CC1)c1ccc(Br)cc1 (stereo not given)
→ ·	1.1%	-1.9%	-0.2%	-14.0%	-12.7	·	-8.1%	0.1%	-13.4	-1.4%
> O=C(c1ccc2ccccc2n1)N(CCO)Cc1ccccc1
→ 2.8	17.5%	-2.0%	-0.3%	18.9%	-26.5	14.2	0.0%	1.7%	-4.4	0.2%
> CC1(C)CC2(CC(C)(C)N1)OC(=O)N1CCc3ccccc3C12C (stereo not given)
→ 3.5	16.5%	-1.4%	3.8%	2.6%	4.0	3.5	-0.6%	-2.4%	-6.5	-0.8%
> CC1c2cccn2CCN1S(=O)(=O)c1ccc(F)cc1 (stereo not given)
→ ·	-21.1%	-0.7%	0.8%	7.5%	-13.0	-2.6	·	·	-5.7	-0.4%
> CCc1nc2ccccc2c(C(=O)OCC(=O)NC(=O)c2cccn2C)c1C
→ -0.7	-68.3%	-6.7%	0.7%	14.8%	-22.3	9.9	·	-3.8%	-0.5	?
